Screening results as filed in PubChem.
Giardia FBPA inh: blocks Giardia fructose-bisphosphate aldolase activity; hit rate 0.71% among 290,000; A8B2U2; purified Giardia FBPA; Potency, µM (highest dose often 59.6 µM), for inactives: top-dose activity, negative = inhibition, most hits filed as inhibitors; active = well fitted inhibition curve with a large enough effect; inconclusive = small, poorly fitted or top-dose-only effect, or effect the other way; also: nearly all actives have a fitted effect of over 55% in size
Target sequence (A8B2U2 whole entry, looked up): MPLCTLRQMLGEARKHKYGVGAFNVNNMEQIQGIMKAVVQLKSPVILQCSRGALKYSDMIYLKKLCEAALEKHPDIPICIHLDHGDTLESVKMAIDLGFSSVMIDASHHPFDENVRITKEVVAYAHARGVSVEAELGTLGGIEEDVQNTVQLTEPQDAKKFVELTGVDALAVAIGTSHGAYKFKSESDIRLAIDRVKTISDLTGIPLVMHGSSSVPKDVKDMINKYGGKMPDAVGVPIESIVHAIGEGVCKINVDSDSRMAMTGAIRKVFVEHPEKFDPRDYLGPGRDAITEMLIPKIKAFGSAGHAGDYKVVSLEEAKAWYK
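Giardia FBPA (40 nM reagent) was preincubated 10 min at RT with compound (up to 57.5 uM final), then substrate plus GAPDH/TPI/NAD/arsenate coupling system with diaphorase/resazurin was added; resorufin fluorescence (525/598 nm) was read after 20 min.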
Starred values were filed as active, the others as inactive; ? = inconclusive; & = joins results of further samples; [ ] = another dose, or the depositor's remark. % is scaled to controls: 0 for no effect and ±100 for the full control effect; potency is read from the fitted curve at half-maximal effect.

SMILES | Giardia FBPA inh
COc1cccc([C@@H]2Oc3ccc(Br)cc3C[C@H]2OC(=O)NS(=O)(=O)c2ccc(F)cc2)c1 | 1%
O=C(O)c1ccc2c(c1)OCO2 | -1%
Ic1c(C2=CCCCC2)[se]c2ccccc12 | 4%[89.2 µM]
COc1ccc2[nH]cc(CCNc3cc(-c4ccc(C(=O)N(C)C)cc4)ncn3)c2c1 | -8%
CC(C)Cc1ccc([C@@H](C)C(=O)NS(C)(=O)=O)cc1 | 18%
COCCn1c(=O)c(-c2ccc(F)cc2)nc2cnc(N(C)C)nc21 | -5%
COc1ccccc1CN1CCC2(CC1)CCN(C(=O)c1cc(C(F)(F)F)cc(C(F)(F)F)c1)CC2 | 2%
CCN[C@]1(c2cccs2)CCCCC1=O | -3%[21.7 µM]
CN1CCN(c2ncc3nc(-c4cc(F)cc(F)c4)c(=O)n(C)c3n2)CC1 | 5%
Cc1cnc(CNc2nc(-c3ccccc3C)nc3ccccc23)cn1 | -11%
COc1cc(OC)cc(-c2nnc3n2N=C(c2ccc(OC)cc2OC)CS3)c1 | 1%
CO[C@@H]1COC(=O)[C@@H](C)NC(=O)C/C=C\[C@@H](C)[C@H](NS(=O)(=O)c2ccc(C)cc2)COC(=O)[C@H](C)NC(=O)C/C=C\[C@H]1C | -2%[12.9 µM]
CCN1C(=O)[C@@H]2[C@H]3C(=CC[C@@H]2C1=O)C1(OCCCO1)[C@H]1O[C@@H]1[C@H]3O | ?
CC[C@H](C)[C@H](NC(=O)CNC(=O)[C@@H](NC(=O)[C@@H](NC(=O)[C@H](Cc1ccc(O)cc1)NC(=O)[C@H](CC(C)C)NC(=O)[C@H](C)NC(=O)[C@H](CCC(N)=O)NC(=O)CNC(=O)[C@@H]1CCCN1C(=O)CNC(=O)[C@H](Cc1ccccc1)NC(=O)[C@H](Cc1cnc[nH]1)NC(=O)[C@@H](NC(=O)CNC(=O)[C@H](CCCNC(=N)N)NC(=O)[C@H](CCCNC(=N)N)NC(=O)[C@@H](NC(=O)[C@H](CC(N)=O)NC(=O)[C@@H](N)CS)[C@@H](C)O)[C@@H](C)CC)[C@@H](C)O)[C@@H](C)O)C(=O)O | 1%
CC(=O)NCCNc1nc(-c2ccc(C(=O)N(C)C)cc2)nc2ccccc12 | 1%
COc1ccc(C2C3C=CCC(c4cccc(-c5ccc(N(C)C)cc5)c4)C3C(=O)N2Cc2ccccc2)cc1Cl (stereo unspecified) | -1%
CC(C)[C@@H](CC(=O)N[C@@H]1CCNC[C@H]1C(=O)N[C@H](CC(=O)N[C@@H](CCC(=O)O)CC(=O)O)Cc1c[nH]c2ccccc12)NC(=O)C[C@H](CO)NC(=O)[C@@H]1CCCC[C@H]1N | -24%
COC(=O)C1(C)C=CCN1C(=O)c1ccccc1 (stereo unspecified) | 5%
CCNc1ncc2nc(-c3ccccc3)c(=O)n(C)c2n1 | 2%
C[C@@H]1O[C@H](O[C@@H]2CC[C@@]3(C=O)[C@H]4CC[C@@]5(C)[C@@H](C6=CC(=O)OC6)CC[C@@]5(O)[C@@H]4CC[C@]3(O)C2)C[C@H](O)[C@@H]1O | 7%[21.7 µM]
CC#C[C@]1(O)CC[C@H]2[C@@H]3CCC4=CC(=O)CCC4=C3[C@H](c3ccc(N(C)C)cc3)C[C@@]21C | -3%
COc1ccc(Oc2ncc3ncc(=O)n(Cc4ccc(F)cc4)c3n2)cc1 | -13%
COc1cccc([C@@H]2Oc3ccc(Br)cc3C[C@H]2OC(=O)Nc2cc(OC)c(OC)c(OC)c2)c1 | -1%
O=C1[C@H]2[C@H]3[C@H](O)[C@H](O)C/C(=N/OC[C@@H](O)COCc4ccco4)[C@@H]3CC[C@@H]2C(=O)N1Cc1ccccc1 | 1%[12.9 µM]
CC([C@H](O)c1ccccc1)N(C)C (stereo partly specified) | 1%

Some of the entries above, set out differently:
compound: COc1ccc(Oc2ncc3ncc(=O)n(Cc4ccc(F)cc4)c3n2)cc1
- Giardia FBPA inh = -13%

compound: COc1cccc([C@@H]2Oc3ccc(Br)cc3C[C@H]2OC(=O)Nc2cc(OC)c(OC)c(OC)c2)c1
- Giardia FBPA inh = -1%

compound: O=C1[C@H]2[C@H]3[C@H](O)[C@H](O)C/C(=N/OC[C@@H](O)COCc4ccco4)[C@@H]3CC[C@@H]2C(=O)N1Cc1ccccc1
- Giardia FBPA inh = 1%[12.9 µM]

compound: CC([C@H](O)c1ccccc1)N(C)C (stereo partly specified)
- Giardia FBPA inh = 1%

Rewritten field by field: 2 of the compounds above
CC(C)[C@@H](CC(=O)N[C@@H]1CCNC[C@H]1C(=O)N[C@H](CC(=O)N[C@@H](CCC(=O)O)CC(=O)O)Cc1c[nH]c2ccccc12)NC(=O)C[C@H](CO)NC(=O)[C@@H]1CCCC[C@H]1N
  Giardia FBPA inh: -24%

COC(=O)C1(C)C=CCN1C(=O)c1ccccc1 (stereo unspecified)
  Giardia FBPA inh: 5%

The listing picks up, repeating the three entries before the break.
SMILES | Giardia FBPA inh
COc1cccc([C@@H]2Oc3ccc(Br)cc3C[C@H]2OC(=O)Nc2cc(OC)c(OC)c(OC)c2)c1 | -1%
O=C1[C@H]2[C@H]3[C@H](O)[C@H](O)C/C(=N/OC[C@@H](O)COCc4ccco4)[C@@H]3CC[C@@H]2C(=O)N1Cc1ccccc1 | 1%[12.9 µM]
CC([C@H](O)c1ccccc1)N(C)C (stereo partly specified) | 1%
CC(C)C[C@@H](CC(=O)N[C@H](CC(=O)N[C@@H]1CCNC[C@H]1C(=O)N[C@H](CC(=O)N[C@@H](CCC(=O)O)CC(=O)O)Cc1ccccc1)C(C)C)NC(=O)[C@@H]1CCCC[C@H]1N | 3%
Nc1ncnc2c1c(I)cn2C1OC(CO)C(O)C1O (stereo unspecified) | 1%
COc1ccccc1-c1nccc(-n2ccnc2)n1 | -10%
O=C(Oc1ccccc1)N1CCC2(CCN(Cc3ccncc3)CC2)CC1 | 2%
CCCCC[C@H](O)C=C[C@H]1[C@H](O)CC(=O)[C@H]1CCCCCCC(=O)O | 11%
CCCCCCCC/C=C\CCCCCCCC(=O)OC[C@@H](O)COP(=O)(O)O | 4%
CC(=O)OC[C@@H]1O[C@@H](O/N=C2/C[C@@H](O)[C@@H](O)[C@@H]3[C@@H]4C(=O)N(c5cccc(Oc6ccccc6)c5)C(=O)[C@H]4CC[C@H]23)[C@H](OC(C)=O)[C@H](OC(C)=O)[C@@H]1OC(C)=O | -3%[12.9 µM]
C=C1CCN(C(CC(C)C)C(=O)O)S(=O)(=O)c2ccccc21 (stereo unspecified) | 5%
COc1cccc(-c2nnc3n2N=C(c2ccc(OC)cc2OC)CS3)c1 | 1%
C[C@H]1Cc2c(COc3ccccc3)nc3c(c2CO1)CN(C(=O)NCc1ccco1)CC3 | -2%[12.9 µM]
CC(=O)OCC(=O)[C@@]1(O)[C@H](C)C[C@@H]2[C@H]3CCC4=CC(=O)C=C[C@]4(C)[C@]3(F)[C@@H](O)C[C@@]21C | 1%[21.7 µM]
C=C1CCN(C(C(=O)O)C(C)C)S(=O)(=O)c2ccccc21 (stereo unspecified) | 9%
CCCCCCCCCCCCCCCCOCC(CO)OC(C)=O (stereo unspecified) | 3%
C/C(CCN1CCCc2nc(C)c(C)cc21)=N\OC[C@@H](O)[C@@H]1O[C@@H]2OC(C)(C)O[C@@H]2[C@H]1O | 3%[12.9 µM]
CCNc1ncc2nc(-c3cc(F)cc(F)c3)c(=O)n(Cc3cccs3)c2n1 | 2%
C#CCCCO/N=C1/C[C@@H](O)[C@@H](O)[C@@H]2[C@@H]3C(=O)N(c4cccc(Oc5ccccc5)c4)C(=O)[C@H]3CC[C@H]12 | 0%[12.9 µM]
CC(C)Cn1nnnc1S(=O)(=O)Cc1cccc(C#N)c1 | 5%
CC(=O)OC[C@@H]1O[C@@H](O/N=C2/C[C@@H](O)[C@@H](O)[C@@H]3[C@@H]4C(=O)N(C[C@@H]5CCCO5)C(=O)[C@H]4CC[C@@H]23)[C@H](OC(C)=O)[C@H](OC(C)=O)[C@@H]1OC(C)=O | 0%[12.9 µM]
CS(=O)(=O)N1CCC2(CCN(c3ccccn3)CC2)CC1 | 6%
CCCCC(=O)Oc1ccccc1C(=O)O | 1%&0%
CCC(/C=C/C(C)C1CCC2C3CC=C4CC(O)CC[C@@]4(C)C3CC[C@@]12C)C(C)C (stereo partly specified) | 0%
CCCCC/C=C\C/C=C\C/C=C\C/C=C\CCCC(=O)O[C@@H](CO)COC(=O)CCCCCCCCCCCCCCCCC | 0%
Cc1ccccc1C1CC(=O)Oc2cc(C)c(Br)c(C)c21 (stereo unspecified) | 1%[89.2 µM]
COc1ccc(C2/C=C\CN(C(=O)c3ccccc3)C(Cc3ccccc3)C(=O)N2Cc2ccc(F)cc2)cc1 (stereo unspecified) | -6%
COc1ccc(CNc2ncncc2-c2ccccc2OC)c(OC)c1 | 8%

Next compounds:
SMILES | Giardia FBPA inh
O=C(O)C1Cc2c([nH]c3ccccc23)C(c2coc3ccccc3c2=O)N1 (stereo unspecified) | -7%
Cc1nc2cnc(N3CCOCC3)nc2n(C2CC2)c1=O | 6%
N#Cc1nc(NCCO)nc(Nc2ccccc2)n1 | 2%
CCC[C@H]1C(=O)N2C(N(C)C)=Nc3ccc(C)cc3N2C1=O | -4%[21.7 µM]
Cc1noc(C)c1-c1nc(N2CCNCC2)c2ccccc2n1 | -2%
Cc1cnc(CNc2cc(-c3ccccc3C)ncn2)cn1 | -13%
CCOC(=O)C(CCc1ccccc1)NC(C)C(=O)N1CCCC1C(=O)O (stereo unspecified) | 5%
O=C1CCC=C1C(O)c1ccc2c(c1)OCO2 (stereo unspecified) | -1%
CN(C(=O)c1ccc(OCC=C(c2ccccc2)c2ccccc2)cc1)c1ccccc1I | -1%
CC1(C)C(O)CC(O)[C@]2(C)C1CC(O)[C@]1(C)C2CC[C@@]2(C)C(c3ccoc3)OC(=O)C3O[C@]312 (stereo partly specified) | 0%
CN(C)Cc1ccccc1-c1cc(NC2CC2)ncn1 | 0%
N[C@H](CCP(=O)(O)O)C(=O)O | 0%&16%
Fc1ccc(C2=NCCC(c3ccccc3)O2)cc1 (stereo unspecified) | -6%[89.2 µM]
O=C(Nc1ccncc1)c1cc([N+](=O)[O-])ccc1Cl | 2%
N#CCCn1c(=O)c(-c2cccs2)nc2cnc(N3CCNCC3)nc21 | -2%
COc1cc2c(cc1OC)-c1c(O)c(OC)cc3c1[C@H](C2)N(C)CC3 | ?
CCC1=C2CC[C@H]3C(=O)N(CC)C(=O)[C@H]3[C@H]2[C@@]2(C)C(=O)N(CC(=O)OC)C(=O)N2C1=O | -3%
O=C1C=CC[C@@H]2[C@H]3CCCN4CCC[C@@H](CN12)[C@@H]34 | -5%
c1ccc(-c2n[nH]c3c2oc2ccccc23)cc1 | -6%
O=C1C2C(c3ccccc3)CC=CC2C(c2ccoc2)N1Cc1ccccc1 (stereo unspecified) | 9%
CCCn1c(-c2ccc(F)cc2)nc2c(NCCCN(CCO)CCO)nc(C)nc21 | -6%
CCN1C(=O)[C@H]2[C@H]3[C@H](O)[C@H](O)C/C(=N/O[C@@H](C)c4cc(-c5c(C)cc(C)cc5C)no4)[C@@H]3CC[C@@H]2C1=O | -2%[12.9 µM]
O=C(O)c1ccc(/C=C2/SC(=S)N(c3cccc(C(F)(F)F)c3)C2=O)cc1 | 17%
CC(=O)OC1CC2C(C)(C)C(=O)C=C[C@]2(C)C2CC[C@@]3(C)C(c4ccoc4)OC(=O)C4O[C@@]43[C@]12C (stereo partly specified) | -3%
Cc1ccccc1OC1C=CC(C#Cc2ccc(Br)cc2)OC1CO (stereo unspecified) | 0%[12.9 µM]

Continued:
SMILES | Giardia FBPA inh
CN1CCCC2(CCN(C(=O)c3cc(C(F)(F)F)cc(C(F)(F)F)c3)CC2)C1 | 4%
O=C(O)[C@@H]1C[C@@H](C(=O)O)N1 | ?
CC1=C2CC3C(CC=C4C[C@@H](O)CC[C@@]43C)[C@@H]2CC[C@]12O[C@@H]1C[C@H](C)CN[C@H]1[C@H]2C (stereo partly specified) | 4%
CCN(CC)CCCC(C)Nc1nc(C)cc(Nc2ccc3nc(C)cc(N)c3c2)n1 (stereo unspecified) | -10%
COc1ccccc1CNc1ncncc1-c1ccccc1C(F)(F)F | 4%
Cc1ccc(S(=O)(=O)/C=C/C#N)cc1 | ?
CCCCCC(=O)CC[C@@H]1[C@@H](C/C=C\CCCC(=O)O)[C@@H](O)C[C@H]1O | 1%
C[C@H]1NC(=O)NC1=O | 0%&-1%[21.7 µM]
CN1c2cc3c(cc2N=C(c2ccc(C(=O)O)cc2)c2ccccc21)C(C)(C)CCC3(C)C | 7%
COC(=O)CCCC1=CC2=CC(=O)C(C)(OC(=O)c3cnc4ccccc4n3)C(=O)C2=CO1 (stereo unspecified) | -10%
CN(C)c1ncc2nc(-c3ccccc3)c(=O)n(Cc3cccs3)c2n1 | 6%
CC(=O)OC1CC[C@@]2(C)C(CC[C@@]3(C)C2CC=C2C4CC(C)(C)CC[C@]4(C(=O)O)CC[C@@]23C)C1(C)C (stereo partly specified) | 3%
CC12CCC=CC1C(c1ccc3ccccc3c1C=Cc1ccccc1)N(Cc1ccccc1)C2=O (stereo unspecified) | 0%
COc1ccc(O[C@H]2C=C[C@@H](c3ccccc3)O[C@H]2COC(=O)CC/C(C)=N\O[C@@H](C)c2cn([C@H](CO)Cc3ccccc3)nn2)cc1 | 0%&1%[12.9 µM]
CCNc1ncc2nc(-c3ccccc3)c(=O)n(C[C@H]3CCCO3)c2n1 | 0%
CN(C)c1ncc2nc(-c3cc(F)cc(F)c3)c(=O)n(C[C@H]3CCCO3)c2n1 | 0%

Some of the entries so far, as a markdown table:
| molecule | Giardia FBPA inh |
| --- | --- |
| CC1=C2CC3C(CC=C4C[C@@H](O)CC[C@@]43C)[C@@H]2CC[C@]12O[C@@H]1C[C@H](C)CN[C@H]1[C@H]2C (stereo partly specified) | 4% |
| C[C@H]1NC(=O)NC1=O | 0%&-1%[21.7 µM] |
| COc1ccc(O[C@H]2C=C[C@@H](c3ccccc3)O[C@H]2COC(=O)CC/C(C)=N\O[C@@H](C)c2cn([C@H](CO)Cc3ccccc3)nn2)cc1 | 0%&1%[12.9 µM] |

This is a subset, so the mix of outcomes need not match the whole.
